Ins promoter up – insulin promoter activators in MIN6 cells, imaging, high-content screening, mouse beta cells; MIN6 insulin promoter-GFP reporter; active compounds read high; z-score at 5 µM; actives 0.3% (n = 190,000);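 active = z-score above 3 at 5 µM with at least 500 cells counted in the well; inconclusive = wells under 500 cells, flagged as cytotoxic or low count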
West Nile antiviral – West Nile virus antiviral activity, cell-based, CPE readout (AID 1621); West Nile virus-infected cells, CPE inhibition; higher % means a stronger effect; actives 0.02% (n = 290,000); CPE inhibition, % at 10 µM, or IC50 in µM where a hit was titrated; in the data active = a potency from the dose series; inconclusive = CPE inhibition mostly from about 3.7% at the one dose, without a potency; inactive = the rest, 99 in 100 with CPE inhibition below about 2.2%; also: strong numbers were not always called active
Autophagy mod – autophagy modulators in MEF cells, primary screen, imaging, high-content, MEF GFP-LC3. MEF GFP-LC3 puncta imaging; test concentration mostly 10 µM. actives 0.98% (n = 190,000). calls only at 10 µM (by protocol);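 active = percentage of spot-positive cells more than 3 SD above its plate mean, without a fluorescence outlier flag or 80% toxicity; inconclusive = no clear call, values can overlap the other calls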;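 also: spot-positive cell cutoff set from DMSO-treated cells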
b-catenin transl – modulators of beta-catenin nuclear translocation, primary screen, imaging, HeLa cells, immunofluorescence, high-content | AID 1665, 2009 | nuclear translocation activity, % at 5 µM | actives 0.3% (n = 190,000);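 active = nuclear translocation activity above 50% at 5 µM, with a well cell count of 50 or more; inconclusive = wells under 50 cells across six images, flagged as toxic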;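 also: per-cell ratio of nuclear to cytoplasmic median beta-catenin stain intensity; plate controls were DMSO negative control for no effect and GSK-3 inhibitor IX positive control for full effect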
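test system = HeLa cells, endogenous beta-catenin | dosing = single 5 µM dose plus 0.02–20 µM confirmation series | times = compound treatment 24 h, 37°C, 5% CO2 | technique = beta-catenin immunofluorescence imaging with DAPI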
Hep lipid drop – inhibitors of hepatocyte lipid droplet formation, primary screen, imaging, high-throughput imaging, BODIPY stain | AML12 mouse hepatocytes, oleate lipid droplets | inhibition, % at 6.5 µM | actives 0.4% (n = 240,000);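 active = lipid droplet intensity inhibited by at least 50%, with more than 500 cells counted; inconclusive = wells with under 300 cells, treated as cytotoxic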
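Assay system: AML12 hepatocytes (mouse) / Also added: 100 µM oleic acid challenge / Times: overnight treatment with compound plus oleate / Detection: high-content imaging of BODIPY-stained droplets and DAPI nuclei / Evaluation: % inhibition of lipid droplet signal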
T cell HTS – modulators of CD8 T cell-vesicle binding, primary screen, mouse 2C CD8+ T cells, flow cytometry | actives 0.068% (n = 330,000) | calls only at 7 µM | 2C CD8+ T cell-vesicle binding; active compounds read low;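 active = response, share of CD8 T cells binding vesicles, and their 90th percentile fluorescence all below set limits, cut at about 80% in these data, passing the limit was not always enough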
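Material: murine 2C transgenic CD8+ T lymphocytes / Also added: QL9-peptide-loaded Drosophila micro-vesicles bearing Ld, ICAM-1 and B7-1 / Schedule: binding step 1.5 h, 37 °C, antibody labelling 20 min, ice / Signal: flow cytometry, PE anti-B7-1 (FL2) versus Alexa647 anti-CD8 (FL8), PFA-fixed / Evaluation: percent CD8+ FL2 mean versus row control / Benchmarks: naked versus QL9-loaded vesicles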
MT stabilizer – microtubule stabilizers in HeLa cells, primary screen, imaging, high-content imaging; HeLa tubulin immunostaining HCS, 24 h; share of cells brighter than vehicle mean+2SD; % tubulin-high responders, % at 10 µM; actives 0.83% (n = 200,000); AID 2205, 2009;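 active = plate Z-score above 3 for both tubulin-high and condensed-nucleus cell shares, with cell loss under 80%, at 10 µM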;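 also: anti alpha tubulin signal scored within the nucleus-defined area of each cell; some results filed as inactive read as strong as hits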
WT yeast gro inh – growth inhibition of WT strain, primary screen, mitochondrial fusion inhibitor project, WT and mutant strains, chemical genetic. mitochondrial fusion phenotypic screen. inhibition, % at 10 µM. actives 2.1% (n = 190,000). AID 1362, 2008; in the data active = inhibition above about 58%; tested in S. cerevisiae
Myeloid diff 2 – induction of myeloid progenitor differentiation, primary screen, cell-based, flow cytometry, MLPCN library; ER-HoxA9 myeloid progenitors, lysozyme-GFP differentiation; calls only at 10 µM; actives 1% (n = 360,000); AID 624256, 2012;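 active = normalized GFP-positive differentiation at or above the plate's own cutoff, the solvent-only control mean plus 3 SD; inconclusive = no clear call, values can overlap the other calls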;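 also: cells exposed to compound for four days before flow analysis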
WT yeast gro inh mutant strain – second read-out of WT yeast gro inh, no call of its own (marks repeat the call); inhibition, %; mitochondrial fusion phenotypic screen, mutant strain inhibition
Ins promoter up cell count – recorded beside Ins promoter up, whose call it bears; cell count; measured here: cytotoxicity, nuclei count;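 total cells summed across four imaged fields per well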
Hep lipid drop cells 6.5 µM – second read-out of Hep lipid drop, no call of its own (marks repeat the call); cell count; measured here: cell count, cytotoxicity flag;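 cells counted across two imaged fields per well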
b-catenin transl cell count 5 µM – second read-out of b-catenin transl, no call of its own (marks repeat the call); cell count; measured here: cell count, cytotoxicity flag
T cell HTS vesicle-bound % – further read-out of T cell HTS, marked with its call; double positive events, %; measured here: CD8+ vesicle-bound cell fraction;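 binding gate set so that unloaded-vesicle control wells show 10% double positive cells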
MT stabilizer Hoechst-high % – second read-out of MT stabilizer, no call of its own (marks repeat the call); % Hoechst-high responders; measured here: nuclear condensation Hoechst responders;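 share of cells brighter than vehicle mean plus two SD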
MT stabilizer cytotoxicity % – also measured in MT stabilizer; calls as there; toxicity, %; measured here: cytotoxicity by cell density;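 0% = mean cell density of plate MIN control wells and 100% = no cells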
Autophagy mod cell loss 18 h – also measured in Autophagy mod; calls as there; toxicity, %; measured here: cell loss, nuclei count;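 cell loss after 18 h compound exposure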
Myeloid diff 2 GFP+ MAC1+ % – second read-out of Myeloid diff 2, no call of its own (marks repeat the call); GFP+ MAC1+ double positive, %; measured here: differentiation confirmed by MAC1 staining
* marks the source's active call; other numbers are inactive results; i = inactive; ? = inconclusive; . = no result given; + = active, no number.

SMILES	Ins promoter up	Ins promoter up cell count	West Nile antiviral	Autophagy mod	Autophagy mod cell loss 18 h	b-catenin transl	b-catenin transl cell count 5 µM	Hep lipid drop	Hep lipid drop cells 6.5 µM	T cell HTS	T cell HTS vesicle-bound %	MT stabilizer	MT stabilizer Hoechst-high %	MT stabilizer cytotoxicity %	WT yeast gro inh	WT yeast gro inh mutant strain	Myeloid diff 2	Myeloid diff 2 GFP+ MAC1+ %
O=C(c1ccco1)c1cn[nH]c1-c1ccc(Cl)cc1O	1.8	1277	0.0%	i	44	-6.8	965	.	.	i	24	4.6	2.7	13	8	-8	i	0.9
CN(c1ccccc1)S(=O)(=O)c1ccc2[nH]c(=O)oc2c1	.	.	0.3%	.	.	.	.	-3	846	i	31	.	.	.	.	.	i	0.6
CC(C)(C)SC(=O)CC1NS(=O)(=O)OC2CCCCC12 (stereo not drawn)	.	.	-1.0%	.	.	.	.	1	805	i	17	.	.	.	.	.	i	1.9
O=C(NC1CCCC1)C(c1ccncc1)N(C(=O)c1csnn1)c1cccc(Cl)c1 (stereo not drawn)	.	.	-0.1%	.	.	.	.	-1	764	i	16	.	.	.	.	.	i	0.5
COc1cc(/C=C2\SC(=S)N(NC(=O)c3cccnc3)C2=O)ccc1O	.	.	1.1%	.	.	1.3	1364	16	753	i	38	.	.	.	.	.	i	0.1
O=C(O)c1ccccc1OCc1nc2ccccc2s1	.	.	-0.6%	.	.	.	.	-1	827	i	20	.	.	.	.	.	i	3.5
COc1ccccc1N1CCN(C2CCCN(C(=O)c3cc(C)oc3C)C2)CC1 (stereo not drawn)	.	.	-1.0%	.	.	.	.	-7	752	i	10	.	.	.	.	.	i	3.9
CCNC(=O)COc1ccc(-c2ccccc2)cc1	0.25	902	-0.8%	i	-9	-0.9	1114	1	792	i	18	1.7	1.6	4.7	.	.	i	0.8
Cc1cc(C)c(Cn2c(=O)n(CCCC(=O)NCc3ccco3)c(=O)c3sccc32)c(C)c1	-0.34	920	-1.3%	i	0	.	.	-6	725	i	22	2.0	1.8	20	-2	7	i	0.6
CN1CCN(C(=S)C(=O)Nc2ccc(Br)cc2)CC1	-0.05	1395	-0.5%	i	15	0.5	1482	18	713	i	44	6.5	2.7	13	-11	4	i	1.0
O=[N+]([O-])c1ccc(S(=O)(=O)NCCc2ccncc2)cc1	-0.1	1206	0.3%	i	-1	-1.2	1171	12	678	i	36	3.0	1.9	12	-9	6	i	0.3
COCc1nnc(SCC(=O)NCc2ccccc2)n1-c1ccccc1	-0.35	1305	0.3%	i	-8	1.2	1050	-6	705	i	42	5.1	1.7	4.7	-3	0	i	6.2
Cc1ccc(CN2CCSc3sccc3C2=O)cc1	-0.72	1395	-0.7%	i	-21	-2.1	1047	-2	724	i	1	1.6	1.7	1.3	-20	4	i	1.3
COc1cc(Cl)c(C)cc1NC(=O)COc1cc(C)nc(C(C)C)n1	-0.6	1061	-0.9%	i	20	-4.5	991	.	.	i	39	5.0	3.0	5.7	18	5	i	0.9
COCCCNC(=O)CC(C)c1ccccc1 (stereo not drawn)	0.08	1382	0.5%	i	10	-1.9	1010	23	652	i	36	1.1	1.9	3.2	9	6	i	0.5
CCn1c(/C=C/c2ccccc2)nc2ccccc21	-0.36	1600	-0.8%	i	-17	1.2	1232	.	.	i	10	2.9	2.7	6.0	-3	-6	i	1.8
O=C(N/N=C/c1cc([N+](=O)[O-])ccc1O)c1ccc(COc2ccc3c(c2)CCC3)o1	.	.	?	.	.	.	.	13	895	i	60	.	.	.	.	.	?	.
Cc1cc(S(=O)(=O)NC2CCCC2)ccc1-n1cnnn1	.	.	-0.3%	.	.	.	.	-1	785	i	10	.	.	.	.	.	i	0.6
O=C(NNC(=O)c1c(F)cccc1F)c1ccccc1OC(F)(F)F	.	.	0.9%	.	.	-2.8	1205	-7	729	i	42	.	.	.	.	.	i	0.7
Cc1cccc(C)c1NC(=O)COc1ccccc1C(=O)Nc1ccc(Br)cn1	0.42	1371	-0.9%	i	0	-4.1	601	12	607	i	52	3.8	2.2	7.2	-5	-13	i	0.2
Cc1cc(C)n(C2CC(=O)N(c3cc(Cl)cc(Cl)c3)C2=O)n1 (stereo not drawn)	-0.03	1331	0.1%	.	.	-5.6	1214	10	726	i	32	.	.	.	.	.	i	0.7
CN(C)C(=O)c1cccn(Cc2cccc(C(F)(F)F)c2)c1=O	1	1064	-0.9%	i	-2	-3.0	1076	6	686	i	46	2.9	2.6	5.5	4	14	i	0.2
C=CCCCCc1nc2ccccc2c(=O)n1N	-0.02	1257	-0.6%	i	6	-1.8	568	36	657	i	48	2.0	2.4	2.4	-2	8	i	0.9
Cc1sc2ncnc(SCC(=O)NC(=O)NCc3ccco3)c2c1C	0.68	1396	0.2%	i	-5	-7.5	978	.	.	i	27	1.8	1.9	6.5	-8	-4	+	0.8*
COC(=O)N1C(=O)[C@@](c2ccccc2)(C2CCCCC2)N1C(=O)OC	.	.	0.7%	.	.	.	.	-5	791	i	37	.	.	.	.	.	i	0.5
CCc1cc(C(=O)c2ccc(OC)cc2)c(NC(=O)CN2CCCCC2)s1	0.03	1377	-0.8%	.	.	0.6	1299	.	.	i	22	.	.	.	.	.	i	1.0
COc1ccccc1NC(=O)Cn1nnc(-c2ccccc2NC(=O)c2cc3ccccc3oc2=O)n1	-0.3	1744	?	i	-22	0.3	1326	.	.	i	29	2.2	1.3	4.3	0	-44	i	1.2
COc1ccc(N2CCn3c2nc2c3c(=O)n(CCc3ccccc3)c(=O)n2C)c(OC)c1	0.57	1119	-0.2%	i	-13	-1.7	905	.	.	.	.	2.8	2.8	13	6	10	.	.
Cc1cccc(N2C(=O)CN=C2Nc2nc(C)cc(C)n2)c1	.	.	-0.1%	i	-6	-3.1	1234	7	752	i	38	1.4	1.3	5.3	-2	-14	i	1.2
Cc1ccc(S(=O)(=O)Nc2c(C)nc3nc(C)[nH]n3c2=O)c(C)c1	.	.	-0.1%	.	.	.	.	-12	804	i	29	.	.	.	.	.	i	0.3
Cc1ccccc1CS(=O)(=O)CCC(=O)NCCCN1CCOCC1	0.49	1464	.	i	17	-0.2	1361	.	.	i	41	3.6	3.2	4.5	-5	1	i	0.6
COc1ccc(NC(=O)N2c3ccc(OC)cc3C(C)=CC2(C)C)cc1	0.78	1245	0.5%	i	12	-2.6	556	2	749	i	61	7.2	2.6	8.4	2	-4	i	0.1
CN(CC(O)CN)CC(O)CN1CCCCC1 (stereo not drawn)	-0.34	952	0.3%	i	2	-1.6	1139	-2	796	i	16	2.2	1.5	5.7	-6	-3	i	0.5
O=C(NC(=S)N1CCCC1)c1ccccc1	.	.	0.3%	.	.	.	.	-6	701	i	33	.	.	.	.	.	i	0.3
Cc1ccc2c(CN3CCCc4ccccc43)cc(=O)oc2c1C	0.25	799	-0.1%	i	-3	-3.6	1052	2	656	i	34	3.1	3.1	12	41	30	+	0.6*
CCOC(=O)NC1(C(F)(F)F)NC(=O)N(Cc2ccco2)C1=O (stereo not drawn)	-1.1	867	0.5%	i	26	-1.6	1075	-1	749	i	11	4.8	4.4	11	.	.	i	0.6
COc1cccc(NC(=O)c2oc3ccc(S(=O)(=O)N4CCOCC4)cc3c2C)c1	-0.52	1243	0.7%	i	-27	-1.0	1159	-17	701	i	5	2.8	2.8	18	7	-7	i	0.4
Cc1ccc2nc(-c3cccc(Br)c3)cc(C(=O)NC3=NCCS3)c2c1	0.03	1324	-0.2%	i	-10	1.6	1397	-40	616	i	53	1.7	1.1	7.9	32	31	i	0.6
Cc1ccc(N(C(=O)c2csnn2)C(C(=O)NC(C)(C)C)c2ccccn2)cc1 (stereo not drawn)	.	.	-0.3%	i	-16	0.9	1571	2	698	i	48	1.4	2.2	5.6	7	4	i	0.1
CC1CCN(C(=O)c2cccc(NC(=O)c3cccs3)c2)CC1	.	.	-0.7%	.	.	.	.	-2	827	i	24	.	.	.	.	.	i	0.3
COC(=O)Cn1nc(-c2ccc(C)cc2)c2ccccc2c1=O	0.05	1222	1.4%	i	2	0.4	1077	19	723	i	12	6.3	1.7	9.3	64*	61*	i	0.3
CC1=C(C(=O)NC2CCC(C)CC2)C2(CCC(C)CC2)OC1=O (stereo not drawn)	-0.72	1872	-0.1%	.	.	-3.6	1071	-3	665	i	21	3.9	2.4	3.8	6	11	i	3.3

Source: PubChem BioAssay (several laboratories)
